UHRF1 MBD2 ctr = UHRF1 methyl-DNA binding inhibition; UHRF1 binding to methylated oligo, TR-FRET; inhibition, % at 4.4 µM; 370,000 tested, 0.75% active; in the data active = inhibition above about 21%;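 also: UHRF1 SRA domain binding a hemimethylated CpG hairpin DNA probe; 0% = median of test compound wells and 100% = reference inhibitor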
PRMT1 inh = blocks human protein arginine methyltransferase 1. Q99873. recombinant PRMT1, activity-based probe fluorescence polarization. inhibition, % at 2.79 µM. 370,000 tested, 1.3% active. AID 652257;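 active = inhibition above about 21% made by adding two undisclosed values, limit read from the data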
MBD2 DNA inh = blocks human MBD2 binding to methylated DNA | Q9UBB5 | inhibition, % at 4.4 µM | TR-FRET, MBD2 binding to methylated oligonucleotide | 370,000 tested, 0.31% active | AID 686964; in the data active = inhibition above about 13%
rCAG binder = molecules binding r(CAG) RNA repeats | r(CAG) RNA repeat, TO-PRO-1 dye displacement fluorescence | inhibition, % at 3 µM | 370,000 tested, 1.3% active;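 active = inhibition above the plate cutoff, the mean of all test compounds on that plate plus 3 SD, cut at about 35% in these data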;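 also: 0% = DMSO alone and 100% = 100 µM mitoxantrone as full dye displacement; higher means more dye released from RNA so lower well fluorescence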
mABHD4 FP = inhibitors of mouse ABHD4. AID 720543. purified mABHD4, FP-Rh probe fluorescence polarization. 370,000 tested, 0.54% active. inhibition, % at 8.92 µM;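 active = inhibition exceeding the mean over every tested compound plus 3 SD, cut at about 30% in these data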;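 also: 0% = plate median of compound wells and 100% = S159A mutant with DMSO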
Target sequence (Q8VD66 whole entry, looked up): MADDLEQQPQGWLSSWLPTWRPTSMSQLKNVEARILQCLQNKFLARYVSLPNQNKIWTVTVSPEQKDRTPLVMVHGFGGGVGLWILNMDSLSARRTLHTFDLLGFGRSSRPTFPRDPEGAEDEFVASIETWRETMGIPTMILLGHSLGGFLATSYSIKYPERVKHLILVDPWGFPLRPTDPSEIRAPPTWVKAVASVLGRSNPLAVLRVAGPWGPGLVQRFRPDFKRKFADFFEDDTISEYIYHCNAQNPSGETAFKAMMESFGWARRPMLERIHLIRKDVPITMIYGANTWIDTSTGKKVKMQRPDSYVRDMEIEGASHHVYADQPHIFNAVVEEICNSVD
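Test system: mouse ABHD4 enzyme, wild type. Reagent: FP-Rh fluorescent activity-based probe, added after compound pre-incubation. Timing: pre-incubation 45 min, probe exposure 60 min, at 25 °C. Technique: FP readout, ex 525 nm / em 598 nm. Benchmarks: high control S159A mutant with DMSO, low control median of compound wells.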
PG9 Ab binder = PG9 antibody binding by small molecule. AID 624416. 360,000 tested, 0.43% active. inhibition, % at 6.7 µM. TR-FRET gp120-PG9 antibody binding; in the data active = inhibition above about 8.5%
HTRA1 inhibitor = inhibitors of human serine peptidase HTRA1; AID 504803; inhibition, % at 5.96 µM; 340,000 tested, 0.5% active; recombinant HTRA1, FP-rhodamine activity-based probe, fluorescence polarization; in the data active = inhibition above about 36%;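 also: 0% = enzyme with DMSO and 100% = wells lacking enzyme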
Target sequence (Q92743 whole entry, looked up): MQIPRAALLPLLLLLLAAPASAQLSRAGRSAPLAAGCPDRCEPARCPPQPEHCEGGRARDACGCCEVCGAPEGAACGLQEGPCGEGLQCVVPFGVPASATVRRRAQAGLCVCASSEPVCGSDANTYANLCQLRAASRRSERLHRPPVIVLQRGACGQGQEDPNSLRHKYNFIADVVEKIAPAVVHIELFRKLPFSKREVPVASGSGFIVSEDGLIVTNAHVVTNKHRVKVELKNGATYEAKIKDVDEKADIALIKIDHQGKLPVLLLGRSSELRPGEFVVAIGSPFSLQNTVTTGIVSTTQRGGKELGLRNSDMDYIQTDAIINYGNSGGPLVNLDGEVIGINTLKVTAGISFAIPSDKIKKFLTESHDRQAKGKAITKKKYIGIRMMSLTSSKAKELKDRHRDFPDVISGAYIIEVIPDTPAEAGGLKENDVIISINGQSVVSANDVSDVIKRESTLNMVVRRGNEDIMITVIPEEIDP
LEDGF integ inh = blocks HIV-1 LEDGF/p75-dependent DNA integration | AID 743269 | 370,000 tested, 0.64% active | TR-FRET IN-LEDGF/p75 DNA integration, Eu/Cy5 | inhibition, % at 3.7 µM;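 active = inhibition above the screen-wide mean plus 3 SD, cut at about 13% in these data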;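 also: signal is the Cy5 over europium emission ratio at 671 and 618 nm; 0% = plate median of compound wells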
Rev-erbA mod = Rev-erb alpha (human) modulation; P20393; Rev-erbα–FITC-DNA binding, fluorescence polarization, 90 min; activity, % at 10 µM; 370,000 tested, 0.79% active;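 active = activity above about 14%, limit read from the data; passing the limit was not always enough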;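 also: 0% = DMSO wells with 35 nM protein and 100% = DMSO wells with 750 nM protein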
TCR CD3 inh = blocks the human TCR-CD3 interaction; TAMRA-labeled TCR probe fluorescence, biochemical; 360,000 tested, 0.37% active; inhibition, % at 9.4 µM; in the data active = inhibition above about 19%;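 also: recombinant mutant TCR 2C K166C tagged with TAMRA read by polarization; 0% = receptor in buffer alone and 100% = receptor with positive control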
* = called active by the depositor. The list is partial; rates above refer to the full screens.

How did COc1ccc(CCNS(=O)(=O)c2cn(C)c(=O)n(C)c2=O)cc1OC do in these assays?
UHRF1 MBD2 ctr: -1; PRMT1 inh: -5; MBD2 DNA inh: 5; rCAG binder: 1; mABHD4 FP: 1; PG9 Ab binder: -2.5; HTRA1 inhibitor: 4; LEDGF integ inh: -1; Rev-erbA mod: -7; TCR CD3 inh: 5

What do the screens show for `O=C(O)C1CCCN(S(=O)(=O)c2ccc(Br)s2)C1` (configuration not stated)?
UHRF1 MBD2 ctr: 3; PRMT1 inh: -2; MBD2 DNA inh: 3; rCAG binder: 2; mABHD4 FP: -2; PG9 Ab binder: -0.1; HTRA1 inhibitor: 2; LEDGF integ inh: -4; Rev-erbA mod: 0; TCR CD3 inh: 10

How did COCCCn1c(=O)c2sccc2n2c(CCCC(=O)NCc3cccc(OC)c3)nnc12 do in these assays?
UHRF1 MBD2 ctr: 2; PRMT1 inh: -2; MBD2 DNA inh: 2; rCAG binder: -7; mABHD4 FP: 0; PG9 Ab binder: -0.1; HTRA1 inhibitor: 5; LEDGF integ inh: 0; Rev-erbA mod: 3; TCR CD3 inh: 2

How did CCNC(=O)C1CCCN(C(=O)Cc2ccc3ccccc3c2)CC1 (configuration not stated) do in these assays?
UHRF1 MBD2 ctr: 2; PRMT1 inh: -3; MBD2 DNA inh: 1; rCAG binder: -1; mABHD4 FP: -2; PG9 Ab binder: -2.3; LEDGF integ inh: -1; Rev-erbA mod: 2; TCR CD3 inh: -7

What do the screens show for `CCCCNC(=O)NS(=O)(=O)c1ccc(NC(=O)CCC(=O)c2cccs2)cc1`?
UHRF1 MBD2 ctr: -3; PRMT1 inh: 0; MBD2 DNA inh: 3; rCAG binder: 4; mABHD4 FP: 3; PG9 Ab binder: 0.0; HTRA1 inhibitor: -6; LEDGF integ inh: 5; Rev-erbA mod: 4; TCR CD3 inh: 0

Results for O=C(O)c1cccnc1NC1CCCC1 ?
UHRF1 MBD2 ctr: 0; PRMT1 inh: -1; MBD2 DNA inh: 9; rCAG binder: 0; mABHD4 FP: 5; PG9 Ab binder: 2.3; HTRA1 inhibitor: -1; LEDGF integ inh: 4; TCR CD3 inh: 1

What do the screens show for `COc1ccc2nc(SC(C)C(=O)NCC(=O)Nc3ccc(F)c(F)c3F)[nH]c2c1` (configuration not stated)?
UHRF1 MBD2 ctr: 1; PRMT1 inh: 0; MBD2 DNA inh: 1; rCAG binder: 1; mABHD4 FP: -4; PG9 Ab binder: -1.2; HTRA1 inhibitor: 3; LEDGF integ inh: 4; Rev-erbA mod: 2; TCR CD3 inh: 2

How did COC(=O)Nc1ccc(SCC(=O)c2ccccc2)cc1 do in these assays?
UHRF1 MBD2 ctr: 2; PRMT1 inh: 26*; MBD2 DNA inh: 1; rCAG binder: -4; mABHD4 FP: -8; PG9 Ab binder: -2.0; HTRA1 inhibitor: -6; LEDGF integ inh: 0; Rev-erbA mod: 4; TCR CD3 inh: 3

Results for CC(C)NC(=O)N(C)C[C@H]1Oc2c(NC(=O)Cc3ccccc3)cccc2C(=O)N([C@H](C)CO)C[C@@H]1C ?
UHRF1 MBD2 ctr: -5; PRMT1 inh: -1; MBD2 DNA inh: -6; rCAG binder: -4; mABHD4 FP: 0; PG9 Ab binder: -1.1; HTRA1 inhibitor: 0; LEDGF integ inh: 0; Rev-erbA mod: 1; TCR CD3 inh: 6

Results for CCOC(=O)NC(=O)/C(C#N)=N/Nc1ccc(F)cc1 ?
UHRF1 MBD2 ctr: 0; PRMT1 inh: 0; MBD2 DNA inh: 4; rCAG binder: 3; mABHD4 FP: 8; PG9 Ab binder: -1.6; HTRA1 inhibitor: 2; LEDGF integ inh: -2; Rev-erbA mod: -5; TCR CD3 inh: 1

Results for CCCCN(C(=O)CCNC(=O)NC12CC3CC(CC(C3)C1)C2)c1c(N)n(CCCC)c(=O)[nH]c1=O ?
UHRF1 MBD2 ctr: 1; PRMT1 inh: -1; MBD2 DNA inh: -5; rCAG binder: -6; mABHD4 FP: 6; PG9 Ab binder: 0.2; HTRA1 inhibitor: 4; LEDGF integ inh: 2; Rev-erbA mod: -5; TCR CD3 inh: 6

How did CCC(=O)N1CCc2cc(S(=O)(=O)NCCC(=O)NCc3ccccc3Cl)ccc21 do in these assays?
UHRF1 MBD2 ctr: 0; PRMT1 inh: -1; MBD2 DNA inh: 0; rCAG binder: 2; mABHD4 FP: 8; PG9 Ab binder: 1.0; HTRA1 inhibitor: 2; LEDGF integ inh: 1; Rev-erbA mod: 1; TCR CD3 inh: 1

What do the screens show for `Cc1ccc(C(=O)NCCCNC(=O)COc2ccc(C)c(C)c2)cn1`?
UHRF1 MBD2 ctr: -2; PRMT1 inh: -2; MBD2 DNA inh: 2; rCAG binder: -2; mABHD4 FP: 1; PG9 Ab binder: 1.6; HTRA1 inhibitor: -2; LEDGF integ inh: 1; Rev-erbA mod: 4; TCR CD3 inh: -1

What do the screens show for `c1cc2c(cc1C1=NNC(=NC3CC3)SC1)OCCO2`?
UHRF1 MBD2 ctr: 2; PRMT1 inh: 46*; MBD2 DNA inh: 4; rCAG binder: 3; mABHD4 FP: 12; PG9 Ab binder: 0.8; HTRA1 inhibitor: 3; LEDGF integ inh: -2; Rev-erbA mod: -3; TCR CD3 inh: -1

How did O=S(Cc1ccccc1)Cc1ccccc1 do in these assays?
UHRF1 MBD2 ctr: -1; PRMT1 inh: -4; MBD2 DNA inh: -3; rCAG binder: 0; mABHD4 FP: -5; PG9 Ab binder: 1.3; HTRA1 inhibitor: -3; LEDGF integ inh: 0; Rev-erbA mod: -2; TCR CD3 inh: 3

How did Cc1ccccc1N(CC(=O)Nc1ccccc1C(=O)O)S(C)(=O)=O do in these assays?
UHRF1 MBD2 ctr: 4; PRMT1 inh: 1; MBD2 DNA inh: 7; rCAG binder: 9; mABHD4 FP: 3; PG9 Ab binder: -0.4; HTRA1 inhibitor: 2; LEDGF integ inh: 1; Rev-erbA mod: 2; TCR CD3 inh: 2

What do the screens show for `CCCCCC(=O)NC(=S)Nc1ccc(NC(=O)c2ccco2)cc1`?
UHRF1 MBD2 ctr: 15; PRMT1 inh: 0; MBD2 DNA inh: 2; rCAG binder: -5; mABHD4 FP: -5; PG9 Ab binder: -0.5; HTRA1 inhibitor: -15; LEDGF integ inh: 1; Rev-erbA mod: 4; TCR CD3 inh: 5

What do the screens show for `Cc1ccc(-c2csc(/C=C3/SC(C)C(=O)N3CC(=O)Nc3ccccc3F)n2)cc1` (configuration not stated)?
UHRF1 MBD2 ctr: -1; PRMT1 inh: 6; MBD2 DNA inh: -6; rCAG binder: 15; mABHD4 FP: -2; PG9 Ab binder: 2.8; HTRA1 inhibitor: 6; LEDGF integ inh: 2; Rev-erbA mod: 3; TCR CD3 inh: -4

What do the screens show for `COc1ccc(/C=C/C(=O)OCC(=O)NCc2ccco2)c(OC)c1`?
UHRF1 MBD2 ctr: -7; PRMT1 inh: 2; MBD2 DNA inh: -6; rCAG binder: 0; mABHD4 FP: -3; PG9 Ab binder: 0.2; HTRA1 inhibitor: -1; LEDGF integ inh: 1; Rev-erbA mod: -1; TCR CD3 inh: 3

Results for COc1ccc(-c2nnc(NC(=O)C(C)C)s2)c(OC)c1 ?
UHRF1 MBD2 ctr: 4; PRMT1 inh: 4; MBD2 DNA inh: 2; rCAG binder: 0; mABHD4 FP: 3; PG9 Ab binder: 12*; HTRA1 inhibitor: -4; LEDGF integ inh: 1; Rev-erbA mod: 38*; TCR CD3 inh: -3

Results for Nc1nccc(SCc2ccccc2)n1 ?
UHRF1 MBD2 ctr: 3; PRMT1 inh: 10; MBD2 DNA inh: 5; rCAG binder: 2; mABHD4 FP: -9; PG9 Ab binder: 2.0; HTRA1 inhibitor: 0; LEDGF integ inh: -5; Rev-erbA mod: 0; TCR CD3 inh: -2

How did O=C(Cn1nnc(-c2ccncc2)n1)Nc1ccc(F)cc1F do in these assays?
UHRF1 MBD2 ctr: -2; PRMT1 inh: 1; MBD2 DNA inh: -6; rCAG binder: 1; mABHD4 FP: 5; LEDGF integ inh: 3; Rev-erbA mod: 10

How did Cc1ccc(N2CCN(S(=O)(=O)c3nnc(NC(=O)c4ccco4)s3)CC2)cc1 do in these assays?
UHRF1 MBD2 ctr: -3; PRMT1 inh: 1; MBD2 DNA inh: 0; rCAG binder: 20; mABHD4 FP: -6; PG9 Ab binder: -0.9; HTRA1 inhibitor: 8; LEDGF integ inh: 2; Rev-erbA mod: -3; TCR CD3 inh: -3

What do the screens show for `CCSc1nnc2n1C(C)(C)Cc1ccccc1-2`?
UHRF1 MBD2 ctr: 3; PRMT1 inh: -3; MBD2 DNA inh: 1; rCAG binder: -3; mABHD4 FP: -3; PG9 Ab binder: -1.1; HTRA1 inhibitor: 0; LEDGF integ inh: -2; Rev-erbA mod: -5; TCR CD3 inh: 1

How did CC1=CC(C)C2C(=O)N(c3ccccc3)NC(=O)C2C1 (configuration not stated) do in these assays?
UHRF1 MBD2 ctr: 0; PRMT1 inh: -4; MBD2 DNA inh: 4; rCAG binder: -4; mABHD4 FP: -6; PG9 Ab binder: -0.4; HTRA1 inhibitor: 0; LEDGF integ inh: 0; Rev-erbA mod: 1; TCR CD3 inh: 4

Results for COCCN(CCOC)C(=S)Nc1ccccc1 ?
UHRF1 MBD2 ctr: -1; PRMT1 inh: -5; MBD2 DNA inh: -4; rCAG binder: -2; mABHD4 FP: -5; PG9 Ab binder: -1.8; HTRA1 inhibitor: 2; LEDGF integ inh: -3; Rev-erbA mod: 2; TCR CD3 inh: 6

How did CN(CC(=O)Nc1ccccc1C(F)(F)F)C(=O)c1cc(-c2cccs2)nn1-c1ccccc1 do in these assays?
UHRF1 MBD2 ctr: -1; PRMT1 inh: 2; MBD2 DNA inh: 1; rCAG binder: -3; mABHD4 FP: 1; PG9 Ab binder: 3.2; HTRA1 inhibitor: -20; LEDGF integ inh: -1; Rev-erbA mod: 2; TCR CD3 inh: -1

How did C=CCC(C=C)[N+]1(CC(=O)OC)CCCCC1 (configuration not stated) do in these assays?
UHRF1 MBD2 ctr: 2; PRMT1 inh: 3; MBD2 DNA inh: 0; rCAG binder: -3; mABHD4 FP: 0; PG9 Ab binder: -1.2; LEDGF integ inh: 5; Rev-erbA mod: 5; TCR CD3 inh: 3

Results for Cc1cc(NC(=O)COC(=O)CCS(=O)(=O)c2ccc(C)c(C)c2)no1 ?
UHRF1 MBD2 ctr: 1; PRMT1 inh: 0; MBD2 DNA inh: 1; rCAG binder: -1; mABHD4 FP: -4; PG9 Ab binder: -1.3; HTRA1 inhibitor: -1; LEDGF integ inh: 2; Rev-erbA mod: 1; TCR CD3 inh: 6

What do the screens show for `Fc1ccccc1CSc1nnc(-c2cccnc2)o1`?
UHRF1 MBD2 ctr: 2; PRMT1 inh: 5; MBD2 DNA inh: 4; rCAG binder: -6; mABHD4 FP: 1; PG9 Ab binder: 2.2; HTRA1 inhibitor: 1; LEDGF integ inh: -1; Rev-erbA mod: 6; TCR CD3 inh: -7

2 compounds picked at random from the list so far, as already listed:
How did CN(CC(=O)Nc1ccccc1C(F)(F)F)C(=O)c1cc(-c2cccs2)nn1-c1ccccc1 do in these assays?
UHRF1 MBD2 ctr: -1; PRMT1 inh: 2; MBD2 DNA inh: 1; rCAG binder: -3; mABHD4 FP: 1; PG9 Ab binder: 3.2; HTRA1 inhibitor: -20; LEDGF integ inh: -1; Rev-erbA mod: 2; TCR CD3 inh: -1

How did Cc1ccc(N2CCN(S(=O)(=O)c3nnc(NC(=O)c4ccco4)s3)CC2)cc1 do in these assays?
UHRF1 MBD2 ctr: -3; PRMT1 inh: 1; MBD2 DNA inh: 0; rCAG binder: 20; mABHD4 FP: -6; PG9 Ab binder: -0.9; HTRA1 inhibitor: 8; LEDGF integ inh: 2; Rev-erbA mod: -3; TCR CD3 inh: -3

Assay outcomes as filed in PubChem BioAssay.
